XBP1 UPR activ: activators of adaptive arm of unfolded protein response (XBP1). CHO-XBP1 luciferase reporter, IRE1-XBP1 UPR activation, luminescence; percent of tunicamycin response, DMSO as zero. activation, % at 20 µM. 330,000 compounds, 0.33% hits;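 active = versus positive control, 20 µM dose yields 30% or more activation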;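 also: 100% = tunicamycin at 10 µg/mL and 0% = DMSO only wells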
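Material – CHO cell line with stable XBP1 luciferase reporter · Buffer or medium – F12 plus 10% FBS · Compound – single point, 20 µM final compound, 1% DMSO · Schedule – 16-18 h cell attachment at 37 °C, then 6 h compound exposure · Signal – Steady-Glo luminescence read · Benchmarks – high control tunicamycin 10 µg/mL final, low control DMSO vehicle only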
697 NFkB inh: inhibitors of the PMA/ionomycin-induced NF-kB reporter in 697 B cells. inhibition, % at 4 µM. 330,000 compounds, 0.33% hits. 697 B-cell NF-kB luciferase reporter, 16 h. AID 435022; in the data active = inhibition above about 35%
TIM10 inh: growth inhibitors of TIM10 yeast strain. 330,000 compounds, 1.4% hits. AID 463195. S. cerevisiae TIM10 strain growth, BacTiter-Glo luminescence, 24 h. inhibition, % at 10 µM;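 active = inhibition of 40% or more at the single tested concentration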;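 also: wild-type TIM10 isogenic control strain grown at permissive 25 °C; 0% = DMSO yeast wells and 100% = minimal medium wells without yeast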
tim23-1 inh: inhibits growth of tim23-1 mutant yeast; S. cerevisiae tim23-1 growth, BacTiter-Glo luminescence, 24 h; inhibition, % at 20 µM; 330,000 compounds, 1.3% hits; AID 463212;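 active = growth inhibition of the mutant yeast at or above 50%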;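 also: temperature-sensitive mutant grown at 25 °C; plate controls were DMSO-treated mutant yeast for no effect and medium wells lacking yeast for full effect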
Jurkat NFkB inh: inhibitors of the PMA/ionomycin-induced NF-kB reporter in Jurkat cells | PMA/ionomycin-induced NF-kB luciferase reporter, luminescence | inhibition, % at 4 µM | 330,000 compounds, 0.53% hits | AID 435003; in the data active = inhibition above about 50%
UPR CHOP act: apoptotic UPR (CHOP) activation. 330,000 compounds, 0.34% hits. CHO-CHOP luciferase reporter, luminescence; percent of tunicamycin response over DMSO baseline. activation, % at 10 µM;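 active = at 10 µM dose, activation of 40% or more, normalized to positive control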;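 also: 100% = tunicamycin at 10 µg/mL and 0% = DMSO alone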
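assay system = CHO CHOP reporter cells | amount = 500 CHO-CHOP cells per well | buffer or medium = F12 with 10% FBS | incubation = 16-18 h cell attachment, then 6 h compound exposure, 37 °C | detection = luminescence read with Steady-Glo | read-out = percent activation relative to tunicamycin control | controls = tunicamycin high control, DMSO low control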
Mdm2 MdmX PPI: human Mdm2/MdmX binding inhibition | SaOS-2 split-luciferase Mdm2/MdmX complementation, luminescence | 330,000 compounds, 3% hits | inhibition, % at 8 µM;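 active = inhibition of at least 50% at 8 µM in the primary screen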
Target sequence (O15151 whole entry, looked up): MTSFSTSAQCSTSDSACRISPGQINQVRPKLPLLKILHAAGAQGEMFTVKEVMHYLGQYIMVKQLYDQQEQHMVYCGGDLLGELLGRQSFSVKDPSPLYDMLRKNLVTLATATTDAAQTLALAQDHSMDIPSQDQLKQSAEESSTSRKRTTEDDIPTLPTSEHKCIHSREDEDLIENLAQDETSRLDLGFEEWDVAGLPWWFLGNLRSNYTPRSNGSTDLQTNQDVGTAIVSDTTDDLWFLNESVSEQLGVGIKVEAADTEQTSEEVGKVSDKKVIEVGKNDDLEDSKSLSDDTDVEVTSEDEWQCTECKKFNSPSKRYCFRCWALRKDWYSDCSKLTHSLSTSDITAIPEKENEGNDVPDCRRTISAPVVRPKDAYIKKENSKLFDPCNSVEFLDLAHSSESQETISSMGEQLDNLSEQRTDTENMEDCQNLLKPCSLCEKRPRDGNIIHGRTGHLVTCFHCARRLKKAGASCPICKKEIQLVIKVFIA
Target sequence (Q00987 whole entry, looked up): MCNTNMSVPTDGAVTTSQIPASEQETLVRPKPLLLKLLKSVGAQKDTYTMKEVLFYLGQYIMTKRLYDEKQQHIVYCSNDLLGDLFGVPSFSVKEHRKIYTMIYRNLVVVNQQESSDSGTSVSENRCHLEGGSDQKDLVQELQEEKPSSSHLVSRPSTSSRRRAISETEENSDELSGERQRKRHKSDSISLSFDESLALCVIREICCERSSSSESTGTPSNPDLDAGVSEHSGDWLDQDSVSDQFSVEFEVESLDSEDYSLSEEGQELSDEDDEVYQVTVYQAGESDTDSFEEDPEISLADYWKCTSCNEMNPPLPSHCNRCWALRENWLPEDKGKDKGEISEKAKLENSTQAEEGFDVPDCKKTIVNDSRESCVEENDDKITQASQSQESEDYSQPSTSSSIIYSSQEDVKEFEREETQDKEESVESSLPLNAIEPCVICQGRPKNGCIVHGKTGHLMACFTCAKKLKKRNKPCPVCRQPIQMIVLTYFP
tim10-1 inh: growth inhibitors of tim10-1 mutant yeast | S. cerevisiae tim10-1 ts strain growth, BacTiter-Glo, 24 h | inhibition, % at 20 µM | 330,000 compounds, 2.2% hits;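 active = inhibition of at least 40%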;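 also: mutant grown at 25 °C; 0% = DMSO wells with yeast and 100% = wells holding no yeast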
The depositor's hits bear a star.

Compound,697 NFkB inh,UPR CHOP act,XBP1 UPR activ,Jurkat NFkB inh,tim23-1 inh,Mdm2 MdmX PPI,tim10-1 inh,TIM10 inh
Nc1nccc(/C=C/c2ccc(Cl)cc2)n1,-97,7.4,1,-60,3,-84,-2,6
CC(Cc1ccccc1)C(=O)NCc1ccccn1 (stereo not drawn),16,4.2,1,-7,0,6,-21,-11
O=C(CSc1nnc(-c2ccncc2)o1)Nc1ccccc1C(F)(F)F,-2,-1.7,-6,-6,4,7,0,3
COc1ccc(-c2noc(CCC(=O)NCc3cccnc3)n2)cc1,-18,1.6,13,-10,6,-10,11,2
COc1ccc(OC)c(CN2CCN(C(=O)CCNC(=O)c3ccc(Br)cc3)CC2)c1,-33,1.8,-4,-18,11,-8,-2,14
O=C1Nc2ccccc2OCc2c1cccc2[N+](=O)[O-],5,-1.3,-1,4,1,11,12,-10
Cc1ccccc1S(=O)(=O)Nc1ncnc2scc(-c3ccccc3)c12,-1,-1.2,-1,7,48,-18,9,18
CCN(CC)c1ncnc2ccc(Br)cc12,-8,1.6,1,-6,18,58*,20,-5
COc1cccc(COC(=O)C2CC(=O)N(Cc3ccc(C)cc3)C2)c1OC (stereo not drawn),-5,-1.1,0,-2,22,21,9,4
CC1CN(C(=S)Nc2ccc(Br)cc2)CC(C)O1 (stereo not drawn),-11,1.3,-3,8,17,25,8,1
CC(C)(C)c1csc(NC(=O)c2c(F)c(F)c(F)c(F)c2F)n1,10,3.1,0,18,43,15,41*,16
CC1CN(C2CCN(S(=O)(=O)c3ccc(F)cc3)CC2)CC(C)O1 (stereo not drawn),10,-1.4,-2,9,4,-13,-25,-2

2 of the compounds above, with two lines to a compound:
Results follow in this order: 697 NFkB inh | UPR CHOP act | XBP1 UPR activ | Jurkat NFkB inh | tim23-1 inh | Mdm2 MdmX PPI | tim10-1 inh | TIM10 inh
O=C(CSc1nnc(-c2ccncc2)o1)Nc1ccccc1C(F)(F)F
 : -2 | -1.7 | -6 | -6 | 4 | 7 | 0 | 3
COc1ccc(-c2noc(CCC(=O)NCc3cccnc3)n2)cc1
 : -18 | 1.6 | 13 | -10 | 6 | -10 | 11 | 2

(next part)
Compound,697 NFkB inh,UPR CHOP act,XBP1 UPR activ,Jurkat NFkB inh,tim23-1 inh,Mdm2 MdmX PPI,tim10-1 inh,TIM10 inh
O=C1CCCc2nc(N3CCN(C(c4ccccc4)c4ccccc4)CC3)ncc21,-21,1.6,-3,-25,25,-4,36,19
O=C(CC1SC(N2CCCC2)=NC1=O)Nc1ccc(C(=O)Nc2ncccc2O)cc1 (stereo not drawn),-118,2.0,-2,-2,-9,36,1,4
COc1ccc(C)cc1NC(=O)Nc1ccncc1,6,2.1,-3,12,-2,20,-13,7
Cc1ccc(Cl)cc1-n1ncc2c(NNC(=O)c3ccco3)ncnc21,17,1.4,-1,-12,16,32,1,-8
CCOc1ccc(C(=O)N2CCN(c3ccccn3)CC2)cc1OCC,-27,0.1,0,-16,9,-33,3,-5
COc1ccc(CN=C2Nc3ccccc3CS2)cc1,-130,1.3,1,-137,8,-126,12,-2
COC(=O)C1=C(N)Oc2cc(C)n(C)c(=O)c2C1c1ccc(Cl)c(Cl)c1 (stereo not drawn),2,-0.6,-1,-17,2,35,4,-15
O=C1c2cccnc2C(=O)N1Cc1ccc(F)cc1,-4,-1.2,-2,-8,8,-2,16,-3
CC(C)CNC(=O)c1ccccc1NC(=O)c1ccc(CN2CCOCC2)cc1,1,-0.8,0,12,18,16,22,22
O=C(CCNC(=O)c1ccc(Br)cc1)Nc1ncccc1O,5,1.2,-3,12,5,33,-4,-3
CC(C)=CCC/C(C)=C/CN(CC(C)O)CC(C)O (stereo not drawn),-14,-1.0,-2,-1,4,21,1,4
CC(C(=O)O)N1C(=O)CSC1=S (stereo not drawn),-17,-2.8,1,2,21,28,3,-2

Quoted from above for reference:
Compound,697 NFkB inh,UPR CHOP act,XBP1 UPR activ,Jurkat NFkB inh,tim23-1 inh,Mdm2 MdmX PPI,tim10-1 inh,TIM10 inh
CC1CN(C2CCN(S(=O)(=O)c3ccc(F)cc3)CC2)CC(C)O1 (stereo not drawn),10,-1.4,-2,9,4,-13,-25,-2
O=C1CCCc2nc(N3CCN(C(c4ccccc4)c4ccccc4)CC3)ncc21,-21,1.6,-3,-25,25,-4,36,19
O=C(CC1SC(N2CCCC2)=NC1=O)Nc1ccc(C(=O)Nc2ncccc2O)cc1 (stereo not drawn),-118,2.0,-2,-2,-9,36,1,4
COc1ccc(C)cc1NC(=O)Nc1ccncc1,6,2.1,-3,12,-2,20,-13,7
Cc1ccc(Cl)cc1-n1ncc2c(NNC(=O)c3ccco3)ncnc21,17,1.4,-1,-12,16,32,1,-8
CCOc1ccc(C(=O)N2CCN(c3ccccn3)CC2)cc1OCC,-27,0.1,0,-16,9,-33,3,-5
COc1ccc(CN=C2Nc3ccccc3CS2)cc1,-130,1.3,1,-137,8,-126,12,-2
COC(=O)C1=C(N)Oc2cc(C)n(C)c(=O)c2C1c1ccc(Cl)c(Cl)c1 (stereo not drawn),2,-0.6,-1,-17,2,35,4,-15
O=C1c2cccnc2C(=O)N1Cc1ccc(F)cc1,-4,-1.2,-2,-8,8,-2,16,-3
CC(C)CNC(=O)c1ccccc1NC(=O)c1ccc(CN2CCOCC2)cc1,1,-0.8,0,12,18,16,22,22
O=C(CCNC(=O)c1ccc(Br)cc1)Nc1ncccc1O,5,1.2,-3,12,5,33,-4,-3
CC(C)=CCC/C(C)=C/CN(CC(C)O)CC(C)O (stereo not drawn),-14,-1.0,-2,-1,4,21,1,4

(listing goes on)
Compound,697 NFkB inh,UPR CHOP act,XBP1 UPR activ,Jurkat NFkB inh,tim23-1 inh,Mdm2 MdmX PPI,tim10-1 inh,TIM10 inh
O=C1Nc2cc(C(=O)NCCCN3CCOCC3)ccc2S/C1=C/c1ccccc1F,-23,1.2,3,9,-8,10,-2,12
COc1ccc(OC)c(CCNC(=O)CCn2ccc3cc(S(=O)(=O)N4CCCC4)ccc32)c1,-17,-0.8,-4,4,-5,30,10,3
Cc1ccc(-c2c(C(=O)N/N=C/c3ccoc3)nnn2-c2nonc2N)cc1,-10,-1.2,-2,12,13,11,4,9
O=C(N/N=C/c1cnc2ccccc2n1)c1cccc(F)c1,-25,3.5,2,-13,5,3,-37,-20
C/C(=N\O)C1(C)N(O)C(C)(C)C(c2ccco2)=[N+]1[O-] (stereo not drawn),2,-1.0,4,-3,4,1,7,6
Cc1ccc(Cn2nnc3c(=O)n(CC(=O)NCC4CCCO4)cnc32)cc1 (stereo not drawn),2,1.0,-3,5,8,-8,16,11
CCOc1ccc(S(=O)(=O)N2CCC(C(N)=O)CC2)c2ccccc12,-2,1.4,-1,1,19,-4,1,2
CC(C)CCn1c(COc2ccccc2)n[nH]c1=S,-21,0.5,6,3,13,-13,22,-6
Cc1ccc(S(=O)(=O)NCCC(=O)OCC(=O)Nc2ccccc2Cl)cc1,3,4.6,-2,-4,23,-11,9,25
O=C(N/N=C/c1ccc(OC(=O)c2ccccc2)cc1)c1cccc(O)c1,7,8.4,6,-16,-5,18,7,3
CCN1CCCC1CNC(=O)C1c2ccccc2C(=O)N(CCOC)C1c1ccc(F)cc1 (stereo not drawn),-16,0.8,1,3,27,15,7,-9
COc1ccc(NC(=S)N2CCN(Cc3ccccc3)CC2)cc1,3,0.9,-3,-3,5,-4,12,-6
CCN(CC)c1ccc(NC(=O)CSc2nc3ccccc3c(=O)n2-c2cc(S(=O)(=O)N(C)C)ccc2C)cc1,-6,-0.7,1,6,16,10,23,13
CS(=O)(=O)Nc1ccc(C(=O)NCc2ccccn2)cc1,8,2.2,0,0,20,17,11,-24
c1cncc(N=c2scc(-c3cccc4ccccc34)n2CCCn2ccnc2)c1,-22,-0.5,0,-5,24,27,26,7
Cc1[nH]n(-c2nc(-c3cccc([N+](=O)[O-])c3)cs2)c(=O)c1C,-69,3.6,1,-50,26,-29,20,16
COc1ccc(C(=O)Nc2nnc(S(=O)(=O)N3CCCCCC3)s2)cc1OC,-1,0.2,-1,-17,7,-24,6,11
CCOC(=O)c1c(NC(C)=O)sc2c1C1CCN2CC1,-42,-3.9,3,-2,-14,-17,-35,-30
COc1ccc(C2Nc3ccccc3C(=O)N2Cc2ccco2)cc1COc1ccccc1F (stereo not drawn),-26,4.2,0,5,36,-5,22,14
CC(C)N1CC(C(=O)Nc2nc3ccccc3s2)CC1=O (stereo not drawn),-11,-0.6,2,-20,1,6,23,-12
COc1ccc(C)cc1NC(=O)C(=O)N1CCCC1,15,0.3,-1,-1,0,12,-7,-9
NC(=O)c1nsc(C(=O)N(c2ccc(F)cc2)C(C(=O)NCC2CCCO2)c2ccc3ncccc3c2)c1N (stereo not drawn),20,-1.0,0,-18,18,-20,13,-12
Cc1cccc(NC(=O)CN2CCC(C(=O)c3ccc4c(c3)OCCO4)CC2)c1,-1,1.7,-4,8,20,12,-7,14
O=C(COC(=O)C1CCCCC1)NCc1ccc(Cl)cc1,10,0.2,2,10,32,-5,21,4
CCC1(c2ccccc2)NC(=O)N(CC(=O)Nc2ccc(S(=O)(=O)NC3=NCCCCC3)cc2)C1=O (stereo not drawn),-2,-0.4,1,8,-7,23,-4,11
COc1cccc(/C=C/c2onc(C)c2S(=O)(=O)N2CCC(C(=O)NC3CCCCCC3)CC2)c1,-44,0.1,-4,12,7,-5,9,5
CC(C)CC(=O)NC(=S)Nc1ccc(N2CCOCC2)cc1,-9,0.3,-1,-2,2,3,21,9
COc1ccc(S(=O)(=O)N2CCCCC2)cc1NC(=O)CSc1nnc(C2CC2)n1C,14,-0.8,4,7,14,-8,9,2
Cn1c(=O)oc2cc(S(=O)(=O)NC(Cc3ccccc3)C(=O)N3CCCCC3)ccc21 (stereo not drawn),11,-1.1,0,17,6,-10,16,6
CN(C(=O)CSc1nnc(-c2ccc(F)cc2)c2ccccc12)C1CCS(=O)(=O)C1 (stereo not drawn),-6,-0.6,0,9,9,18,19,12
CCCC(=O)N(Cc1cc2ccccc2[nH]c1=O)c1ccccc1OC,-4,0.5,-3,-4,36,24,19,23
CSCC[C@H](NC(=O)COc1cc2c(c3oc(=O)c(C)c(C)c13)CCC(C)(C)O2)C(=O)O,11,-0.3,0,-7,21,-22,30,16
Cc1c(OC(C)C(=O)NCC(O)c2ccccc2)ccc2c3c(c(=O)oc12)CCC3 (stereo not drawn),29,-0.6,1,0,14,17,10,16
COc1ccccc1Nc1c2c(nc3ccccc13)CCC2,-52,0.1,1,52*,-30,56*,3,-1
Cc1ccc(NC(=O)CCNS(=O)(=O)c2ccc(OC(F)(F)F)cc2)c(O)c1,4,2.2,-1,17,14,8,5,1
Cc1ccc(N/C=C(\C#N)c2ccc(OCCCF)cc2)cc1,-22,0.8,-1,-4,2,3,25,14
COc1ccc(S(=O)(=O)Nc2ccccc2C(=O)N2CCCCC2)cc1C,-11,-0.2,-5,0,35,30,26,3
CC#CC(=O)N1CCCC(C(=O)c2ccc(SC)cc2)C1 (stereo not drawn),3,-0.8,2,-2,14,1,1,-20
Fc1ccc(C(c2nnnn2Cc2ccccc2)N2CCSCC2)cc1 (stereo not drawn),-6,-0.7,-2,-4,28,2,25,12
CCOC(=O)c1ccc(NC(=O)C(=O)NCc2ccncc2)cc1,19,-1.2,0,0,6,17,-1,-14

Screening results: PubChem BioAssay, Sanford-Burnham Center for Chemical Genomics
